# RGS4 pot = RGS4 potentiators or activators, primary screen, cell-based, HEK293 M3R inducible RGS4, calcium flux; B-score at 10 µM; 0.92% of 310,000 active; carbachol calcium flux Fluo4; hits give low values; AID 463111, 2010;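 active means B-score of the integrated calcium signal more than 4 SD below the library mean, with starting fluorescence not abnormally high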;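 further: negative B-score means reduced calcium response which marks RGS4 activation or potentiation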
#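 test system = M3R-expressing HEK293 line, RGS4 induced by doxycycline | probe or stimulus = carbachol at ECmax as muscarinic agonist stimulus | timing = dye loading 30 min 37 °C, buffer rest 30 min RT | signal = calcium dye Fluo4 fluorescence | evaluation = B score from integrated fluorescence ratio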
# ANO1 activ = TMEM16A chloride channel activators or potentiators, primary screen, cell-based, HTS; Anoctamin-1 (Mus musculus), Q8BHY3; HEK293 TMEM16A/YFP-H148Q/I152L, iodide quench fluorescence; hits give low values; B-score at 10 µM; 0.3% of 340,000 active;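 active means fluorescence-ratio B-score plate-corrected deviation score at least 3 library SD below zero, with starting fluorescence score within 5 deviations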;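 further: channel opened by trigger with iodide after compound preincubation; score built on the fluorescence ratio of max minus min over baseline; more negative score means more quench and so TMEM16A activation or potentiation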
# KCNK3 block = human KCNK3 channel inhibitors, primary screen, CHO cells, FluxOR thallium flux, B-score; Potassium channel subfamily K member 3 (Homo sapiens), O14649; FluxOR fluorescence; hits give low values; B-score at 10 µM; 0.84% of 340,000 active;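 active means B-score under library mean minus 4 SD, starting fluorescence ratio at most library mean plus 5 SD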;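 further: more negative B-score means stronger inhibition of thallium flux through KCNK3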
# KCNQ1 block = inhibitors of human KCNQ1 channel, primary screen, cell-based, thallium flux, high-throughput | Potassium voltage-gated channel subfamily KQT member 1 (Homo sapiens), P51787 | CHO-K1 KCNQ1, FluxOR thallium flux fluorescence; hits give high values | B-score at 10 µM | 1.3% of 310,000 active;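 active means compounds whose thallium flux B-score, printed positive for inhibition, exceeds three library SD while starting fluorescence stays within three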;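 further: channel opened by potassium depolarization with thallium stimulus after 20 min compound exposure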
# Target sequence (P51787 whole entry, looked up): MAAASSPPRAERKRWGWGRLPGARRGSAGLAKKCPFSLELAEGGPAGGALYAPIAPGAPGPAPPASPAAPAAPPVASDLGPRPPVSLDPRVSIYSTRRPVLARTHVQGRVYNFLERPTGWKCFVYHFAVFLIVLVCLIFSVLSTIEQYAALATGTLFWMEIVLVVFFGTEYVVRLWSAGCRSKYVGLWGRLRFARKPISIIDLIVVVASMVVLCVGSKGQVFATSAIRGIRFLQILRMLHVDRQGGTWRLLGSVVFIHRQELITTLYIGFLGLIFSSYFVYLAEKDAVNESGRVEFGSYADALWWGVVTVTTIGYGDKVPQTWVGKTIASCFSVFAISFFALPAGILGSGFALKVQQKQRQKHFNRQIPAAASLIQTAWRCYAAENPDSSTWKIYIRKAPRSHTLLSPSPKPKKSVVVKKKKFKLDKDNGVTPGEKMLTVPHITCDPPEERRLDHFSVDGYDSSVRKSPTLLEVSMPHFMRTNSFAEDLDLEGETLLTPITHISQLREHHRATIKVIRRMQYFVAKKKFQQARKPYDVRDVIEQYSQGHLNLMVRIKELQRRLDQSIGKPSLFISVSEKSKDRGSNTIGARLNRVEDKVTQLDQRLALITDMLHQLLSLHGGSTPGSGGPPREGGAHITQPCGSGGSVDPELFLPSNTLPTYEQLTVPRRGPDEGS
# TMEM16A inh = TMEM16A chloride channel inhibitors, primary screen, cell-based, HTS | Anoctamin-1 (Mus musculus), Q8BHY3 | HEK293 TMEM16A/YFP iodide influx fluorescence, ionomycin | normalized B-score (activity score, 25-100; higher = stronger inhibition) at 10 µM | 1.2% of 310,000 active | AID 588511, 2011;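 active means ratio plate-corrected score three or more library SD toward inhibition, starting fluorescence score within five deviations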;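 further: score derived from kinetic fluorescence span divided by baseline fluorescence per well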
# KCNK9 inh = KCNK9 potassium channel inhibitors, primary screen, HEK293 cells, thallium flux; Potassium channel subfamily K member 9 (Homo sapiens), Q9NPC2; FluxOR thallium flux fluorescence; hits give low values; B-score at 10 µM; 1.2% of 310,000 active;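 active means ratio B-score over 3 SD below the library mean, with starting fluorescence within 5 SD of its mean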;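 further: negative B-score means less thallium flux so channel inhibition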
# RGS4 block = RGS4 inhibitors, primary screen, cell-based, HEK293 M3R inducible RGS4, calcium flux | B-score at 10 µM | 0.45% of 310,000 active | AID 463165, 2010 | Fluo-4 calcium flux; hits give high values; triggered by carbachol at its EC20 | Regulator of G-protein signaling 4 (Homo sapiens), P49798;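 active means B-score, a plate-corrected calcium signal, over three deviations above library mean, with baseline fluorescence within five deviations of library mean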;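 further: RGS4 expression induced by doxycycline in cells with stable M3 receptor; B-score is computed from the integrated fluorescence ratio over baseline after carbachol; higher B-score means a larger calcium signal and so more RGS4 inhibition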
# MrgX1 PAM = positive allosteric modulators of MrgX1, primary screen, HEK293 cells, Fluo-4 calcium flux; FDSS; hits give high values; B-score at 10 µM; 0.63% of 310,000 active; AID 588675, 2011; Mas-related G-protein coupled receptor member X1 (Homo sapiens), Q96LB2;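 active means plate-corrected calcium response at least 3 library SD above typical, normal starting fluorescence, not activating the receptor alone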;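 further: compound read alongside a low EC10 to EC30 dose of BAM8-22 agonist; peak minus trough fluorescence over baseline measured at the second addition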
# Target sequence (Q96LB2 whole entry, looked up): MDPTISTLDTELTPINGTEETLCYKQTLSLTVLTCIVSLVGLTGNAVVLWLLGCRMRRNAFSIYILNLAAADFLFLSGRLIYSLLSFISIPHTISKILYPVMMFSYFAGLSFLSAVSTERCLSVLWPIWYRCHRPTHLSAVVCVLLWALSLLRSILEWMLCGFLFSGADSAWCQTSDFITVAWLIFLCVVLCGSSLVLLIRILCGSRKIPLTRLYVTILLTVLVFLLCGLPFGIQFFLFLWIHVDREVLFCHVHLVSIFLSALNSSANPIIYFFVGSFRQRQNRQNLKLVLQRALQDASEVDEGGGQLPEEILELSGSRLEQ
# MrgX1 agonist = agonists of human MrgX1 receptor, primary screen, HEK293 cells, Fluo-4 calcium flux; Mas-related G-protein coupled receptor member X1 (Homo sapiens), Q96LB2; Fluo-4 calcium fluorescence, agonist mode; hits give high values; B-score at 10 µM; 0.44% of 310,000 active; AID 588627, 2011;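 active means calcium response B-score plate-corrected fluorescence ratio at least 3 library SD, with starting fluorescence B-score inside 5 SD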
#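 Test system: Stable human MrgX1 HEK293 cell line | Schedule: Overnight plating before 1 h dye loading | Read-out basis: Baseline-normalised fluorescence change ratio, B-scored | Detection: Kinetic calcium dye fluorescence, Fluo-4 NW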
# KCNQ1 act = potentiators or activators of KCNQ1 channel, primary screen, cell-based, thallium flux, high-throughput | Potassium voltage-gated channel subfamily KQT member 1 (Homo sapiens), P51787 | CHO-K1 KCNQ1, thallium flux FluxOR fluorescence; hits give high values | B-score at 10 µM | 0.35% of 310,000 active | AID 2648, 2010;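 active means fluorescence ratio B-score, a plate-corrected score, at least three library SD, with initial intensity B-score within 5 SD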
#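 Assay system: CHO-K1 cells stably expressing KCNQ1. Medium: assay buffer for compound exposure, DMSO matched across wells. Timing: 37 °C overnight plating, 90-min dark dye load, 20-min compound pretreatment. Signal: kinetic FluxOR fluorescence, 10 s baseline plus 110 s post-stimulus.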
# hERG rescue = hERG rescue from dofetilide block, primary screen, cell-based, CHO-hERG, FluxOR thallium flux, dofetilide IC70 | Voltage-gated inwardly rectifying potassium channel KCNH2 (Homo sapiens), Q12809 | dofetilide IC70 present | activation (rescue from dofetilide block), less the hit threshold, % at 10 µM | 0.51% of 310,000 active | AID 1511, 2009;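 active means activation above the mean of controls blocked by dofetilide plus 5 SD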;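 further: thallium influx through hERG after potassium depolarization seen as dye fluorescence rise; in these data hits start at about 4.7%; inactives centre near -7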
# An asterisk follows results filed as active; i = inactive. Compounds were not picked by outcome, and some 6.3% of all compounds hit somewhere here.
smiles | TMEM16A inh | hERG rescue | KCNQ1 act | MrgX1 PAM | KCNK9 inh | KCNQ1 block | MrgX1 agonist | ANO1 activ | KCNK3 block | RGS4 block | RGS4 pot
S=C(NCCSCc1ccc(Cl)cc1)Nc1ccccc1 | i | -16.3 | i | i | i | i | i | i | i | i | i
O=C(CCCCCn1c(=O)[nH]c2ccccc2c1=O)NCCc1c[nH]c2ccccc12 | i | -15.3 | i | i | i | i | i | i | i | i | i
CC1CCN(c2nc(N(C)c3ccccc3)nc(N)c2[N+](=O)[O-])CC1 | i | -4.5 | i | i | i | i | i | i | i | i | i
Cn1c(CN2CCN(C(=O)c3ccc(F)cc3)CC2)nc2cc([N+](=O)[O-])ccc21 | i | -9.4 | i | i | i | i | i | i | i | i | i
O=C(COC(=O)c1ccc([N+](=O)[O-])o1)Nc1cccc(S(=O)(=O)N2CCOCC2)c1 | i | 1.4 | i | i | i | i | i | i | i | i | i
O=C(CSc1nc2ccc([N+](=O)[O-])cc2[nH]1)NCCc1ccccc1 | i | -22.4 | i | i | i | i | i | i | i | i | i
Fc1ccc(CN2CCCN(Cc3nc(-c4ccc5c(c4)OCO5)no3)CC2)cc1 | i | -11.9 | i | i | i | i | i | i | i | i | i
Cc1ccc(CCNC(=O)C2=CCN(S(=O)(=O)c3ccccc3)CC2)cc1 | i | -10.9 | i | i | i | i | i | i | i | i | i
O=C(CN1CCOCC1)Nc1nc(-c2ccccc2)cs1 | i | -6.5 | i | i | i | i | i | i | i | i | i
N#Cc1ccccc1N=C1CCCN1Cc1ccccc1 | i | -9.6 | i | i | i | i | i | i | i | i | i
O=C(CNc1ccccc1)c1ccc([N+](=O)[O-])cc1 | i | -9.8 | i | i | i | i | i | i | i | i | -11.2*
O=C(c1ccco1)N1CCN(C(=O)c2cnn3c(C(F)(F)F)cc(-c4cccs4)nc23)CC1 | i | -0.9 | i | i | i | i | i | i | i | i | i
O=C(CCNS(=O)(=O)c1cccc2nonc12)N1CCN(c2cccc(Cl)c2)CC1 | i | -1.9 | i | i | i | i | i | i | i | i | i
O=C(CCN1C(=O)c2ccccc2C1=O)NC1=NCCS1 | i | -18.8 | i | i | i | i | i | i | i | i | i
COc1cc2c(cc1OC)CN(C(=O)c1ccc(Br)o1)CC2 | i | -4.7 | i | i | i | i | i | i | i | i | i
COc1ccccc1CNc1n[nH]c(NCc2ccccc2OC)n1 | i | -6.3 | i | i | i | i | i | i | i | i | i
CCOC(=O)C1CCCN(C(=O)C2CCCN(S(C)(=O)=O)C2)C1 (centres undefined) | i | -5.7 | i | i | i | i | i | i | i | i | i
OCC1CCCC(n2cnc3c(=S)nc[nH]c32)O1 (centres undefined) | i | -12.7 | i | i | i | i | i | i | i | i | i
CCCCn1c(N)c(Br)c(=O)[nH]c1=O | i | -12.4 | i | i | i | i | i | i | i | i | i
CCC(NC(=O)c1ccccc1NC(=O)c1ccco1)C(=O)NNC(=O)c1ccc(OC)cc1 (centres undefined) | i | -6.8 | i | i | i | i | i | i | i | i | i
Cc1c(CCOC(=O)c2ccc(N3CCOCC3)c([N+](=O)[O-])c2)sc[n+]1CC#N | i | -13.5 | i | i | i | i | i | i | i | i | i
CSc1cccc(NC(=O)c2cnn3ccccc23)c1 | i | -3.1 | i | i | i | i | i | i | i | i | i
Cc1ccccc1N1CCN(CC(=O)Nc2nccs2)CC1 | i | -10.5 | i | i | i | i | i | i | i | i | i
C/C(=N\NC(=O)COc1ccc([N+](=O)[O-])cc1)C(C)(C)C | i | -4.6 | i | i | i | i | i | i | i | i | i
O=C(NCC1CCCO1)c1cccc(-n2cnnn2)c1 (centres undefined) | i | -2.0 | i | i | i | i | i | i | i | i | i
Cc1ccc(OCCSc2nc3ncnc(N)c3[nH]2)cc1 | i | -9.7 | i | i | i | i | i | i | i | i | i
COc1ccc(Sc2nnc(-c3ccccc3)cc2C#N)cc1 | i | -3.6 | i | i | i | i | i | i | i | i | i
CC(C)(C)NC(=O)CN(Cc1ccco1)C(=O)CCC(=O)Nc1nccs1 | i | -8.6 | i | i | i | i | i | i | i | i | i
CC1CCc2c(sc(NC(=O)COC(=O)C3CCCO3)c2C#N)C1 (centres undefined) | i | -9.5 | i | i | i | i | i | i | i | i | i
O=C(OCC#CCSc1nnc(-c2ccc(Br)cc2)o1)c1cccs1 | i | -8.8 | i | i | -11.9* | i | i | i | i | i | i
CC(=O)Nc1ccc(S(=O)(=O)N2C(C)CCCC2C)cc1 (centres undefined) | i | -5.0 | i | i | i | i | i | i | i | i | i
O=C(COc1ccc(F)cc1)N(Cc1cccs1)C1CCS(=O)(=O)C1 (centres undefined) | i | -3.5 | i | i | i | i | i | i | i | i | i
CCCCN(CC)Cc1c(C)[nH]c2c(ccc3ccccc32)c1=O | i | -6.2 | i | i | i | i | i | i | i | i | i
O=C(O)c1ccc(/C=N/NC(=S)NCc2ccccc2)cc1 | i | -6.7 | i | i | i | i | i | i | i | i | i
CN(C/C=C/C#CC(C)(C)C)Cc1cccc2ccccc12 | i | -8.6 | i | i | i | i | i | i | i | i | i
O=P(O)(CCCP(=O)(O)CCc1ccccc1)CCc1ccccc1 | i | -7.2 | i | i | i | i | i | i | i | i | i
CCOc1ccc(C2/C(=C(\O)c3cccc(OC)c3)C(=O)C(=O)N2c2cc(C)on2)cc1OC (centres undefined) | i | -8.2 | i | i | i | i | i | i | i | i | i
COC(=O)c1[nH]c2ccc(C)cc2c1NC(=O)CN1CCCC(C)(C)C1 | i | -4.1 | i | i | i | i | i | i | i | i | i
Cc1cc2oc(=O)cc(CN3CCN(C/C=C/c4ccccc4)CC3)c2cc1O | i | -27.6 | i | i | i | i | i | i | i | i | i
Cc1ccc(/C=C/C(=O)N2CCN(S(=O)(=O)c3c(C)c(C)cc(C)c3C)CC2)o1 | i | -12.8 | i | i | i | i | i | i | i | i | i
COc1ccc(Cn2c(-c3ccc(C)cc3)c[n+]3ccccc23)cc1 | i | -25.1 | i | i | i | i | i | i | i | i | i
Cc1c(Br)c([N+](=O)[O-])nn1CC(=O)N1CCCc2ccccc21 | i | -5.3 | i | i | i | i | i | i | i | i | i
COc1ccccc1CNC(=O)c1ccc(CS(=O)(=O)c2ccccc2OC)o1 | i | -11.6 | i | i | i | i | i | i | i | i | i
N#CC1=C(N)Oc2n[nH]c(-c3ccc(F)cc3)c2C1c1cccc(OC(=O)N2CCOCC2)c1 (centres undefined) | i | -9.6 | i | i | i | i | i | i | i | i | i
O=C(Cc1c(F)cccc1Cl)N1CCN(S(=O)(=O)c2cccc(F)c2)CC1 | i | -4.8 | i | i | i | i | i | i | i | i | i
O=C(Nc1ccc(Oc2cccnc2)cc1)C1CCN(Cc2cccc(Cl)c2)CC1 | i | -6.8 | i | i | i | i | i | i | i | i | i
CC1(C)Oc2cc3oc(-c4cc(O)cc(O)c4)cc3cc2CC1O (centres undefined) | i | -17.9 | i | i | i | i | i | i | i | i | i
CCOC(=O)c1c(NC(=O)CN2C(=O)NC(C)(c3ccc(OC(F)F)cc3)C2=O)sc(C)c1C (centres undefined) | i | -7.9 | i | i | i | i | i | i | i | i | i
CCn1c(SCC(=O)N2CCN(C)CC2)nc2c1c(=O)n(C)c(=O)n2C | i | -10.3 | i | i | i | i | i | i | i | i | i
O=C(COc1cc(F)ccc1[N+](=O)[O-])Nc1ccc(N2CCOCC2)cc1 | i | -13.5 | i | i | i | i | i | i | i | i | i
CCOC(=O)C(C)n1cnc2c(oc3ccccc32)c1=O (centres undefined) | i | -15.7 | i | i | i | i | i | i | i | i | i
CCC(C(=O)Nc1cc(Cl)c(OC)cc1OC)c1ccccc1 (centres undefined) | i | -12.9 | i | i | i | i | i | i | i | i | i
COc1cccc(C(O)Cc2nc3ccccc3n2C)c1OC (centres undefined) | i | -14.0 | i | i | i | i | i | i | i | i | i
Cc1c(NC(=O)CSc2nc3c(cnn3-c3ccccc3)c(=O)[nH]2)c(=O)n(-c2ccccc2)n1C | i | -6.3 | i | i | i | i | i | i | i | i | i
Cc1ncc(N=Nc2ccccc2Cl)c(-c2ccccc2)n1 | i | -16.3 | i | i | i | i | i | i | i | i | i
Cc1c(C(=O)O)oc2ccc(S(=O)(=O)NCc3ccc(F)cc3)cc12 | i | -6.8 | i | i | i | i | i | i | i | i | i
Cc1ccc(CNC(=O)CO/N=C/c2ccc(C(C)(C)C)cc2)cc1 | i | -4.5 | i | i | i | i | i | i | i | i | i
Cc1ccc(N(C(C)C(=O)N2CCOCC2)S(C)(=O)=O)cc1C (centres undefined) | i | -6.3 | i | i | i | i | i | i | i | i | i
COc1ccc2c(c1)CCCC21SC(NC(C)=O)=NN1C(C)=O (centres undefined) | i | -8.5 | i | i | i | i | i | i | i | i | i
Cc1noc(C)c1COC(=O)COc1ccc2c(C)cc(=O)oc2c1 | i | -11.1 | i | i | i | i | i | i | i | i | i
CCCOC(=O)CCc1n[nH]c(=O)[nH]c1=O | i | -3.2 | i | i | i | i | i | i | i | i | i
O=C(NCC(c1cccs1)N1CCOCC1)C1CCN(S(=O)(=O)c2c(Cl)cccc2Cl)CC1 (centres undefined) | i | -15.7 | i | i | i | i | i | i | i | i | i
Cc1ccc(C(=O)NCC(=O)OCC(=O)c2cc(C)n(Cc3ccco3)c2C)cc1 | i | -9.4 | i | i | i | i | i | i | i | i | i

# Bioassay records as filed in PubChem BioAssay.
